# S1P2 blocker = human S1P2 receptor antagonists, primary screen, cell-based | Sphingosine 1-phosphate receptor 2 (Homo sapiens), O95136 | cell-based S1P2 antagonist assay, inhibition at 5 uM | inhibition, % at 5 µM | 0.21% of 97,000 active | AID 736, 2007; in the data active = inhibition above about 45%;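 also: CRE beta-lactamase reporter cells expressing human S1P2 stimulated with S1P; 0% = agonist at EC80 alone and 100% = agonist plus reference antagonist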
# Target sequence (O95136 whole entry, looked up): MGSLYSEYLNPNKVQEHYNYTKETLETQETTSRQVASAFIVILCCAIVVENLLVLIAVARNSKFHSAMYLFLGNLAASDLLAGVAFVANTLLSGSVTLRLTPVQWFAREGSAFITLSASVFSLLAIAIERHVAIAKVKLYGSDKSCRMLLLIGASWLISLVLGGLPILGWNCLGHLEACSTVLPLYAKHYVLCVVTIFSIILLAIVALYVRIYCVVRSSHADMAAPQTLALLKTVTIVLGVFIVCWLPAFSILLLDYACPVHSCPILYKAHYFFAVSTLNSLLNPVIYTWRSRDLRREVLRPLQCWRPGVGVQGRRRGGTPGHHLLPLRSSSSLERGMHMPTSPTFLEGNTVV
# hDAT+cocaine = changed hDAT dopamine uptake under cocaine IC80, either direction, primary screen, cocaine antagonist project, cell-based, LLC-PK1 hDAT, [14C]-dopamine uptake, MLSMR | Sodium-dependent dopamine transporter (Homo sapiens), Q01959 | B-score at 10 µM | AID 449768, 2010 | 1.3% of 110,000 active | LLC-PK1 hDAT cells, [14C]-dopamine uptake with cocaine IC80; actives deviate in either direction;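 active = Z score or B-score, a plate-position-corrected score, falls beyond the plate's 99.7% confidence bounds, in either direction; inactive = both scores lie inside the 99.7% bounds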;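 also: scored against the spread of the other compound wells on the same plate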
# Lung fibro prol = antiproliferative effect on LL 47 fibroblasts – human, LL 47 cells, CellTiter-Glo luminescence, primary screen; LL 47 human lung fibroblast viability, ATP luminescence; stronger effect = lower value; viability, % at 10 µM; 1.1% of 85,000 active; AID 719, 2007;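 active = viability at or below 50% in the single dose screen; inactive = viability above 50%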;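 also: compound exposure lasted 72 h before the ATP readout; 100% = median luminescence of untreated cell-only wells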
#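 test system = LL 47 human lung fibroblasts | amount = 1,150 fibroblasts seeded per well | medium = 15% FBS in IMEM | times = overnight cell rest, 72 h compound treatment at 37 °C | measured by = CellTiter-Glo luminescence measuring cellular ATP | read-out = viability percentage against median untreated-cell control | benchmarks = cell-only wells, no compound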
# Ecoli WT expand = growth inhibitors of wild-type E. coli, primary screen, strain BW25113, expanded library, OD600; AID 710, 2007; OD600 absorbance; 0.15% of 98,000 active; growth inhibition, % at 100 µM;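 active = growth inhibition above about 50% at one test dose, limit read from the data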;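 also: growth measured after 20 h incubation at 37 °C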
# HUVEC prolif 384 = inhibitors of HUVEC proliferation, primary screen, cell-based, 384-well | viability, % at 10 µM (by protocol) | 1.1% of 86,000 active | AID 648, 2007 | CellTiter-Glo luminescence, 72 h; stronger effect = lower value;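 active = viability at or below 30%; inactive = viability above 30%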;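 also: 100% = median luminescence of DMSO-only cell control wells on each plate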
# PostGolgi ctrl = growth inhibition of yeast control strain, primary screen, counter-screen for post-Golgi transport modulator project; efflux-deficient yeast background strain, growth absorbance A615, 16 h; inhibition, % at 10 µM; AID 738, 2007; 5% of 98,000 active
# PostGolgi yeast = phenotypic screen on post-Golgi transport, primary screen | post-Golgi transport phenotypic cell assay | inhibition, % at 10 µM | 0.9% of 98,000 active | AID 739, 2007;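 also: yeast cells grown in 1536-well plates; yeast grown about 18 h at 30C before absorbance read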
# S1P2 ag = S1P2 receptor agonists, primary screen, cell-based | 0.46% of 97,000 active | activation, % at 4.5 µM | AID 729, 2007 | Sphingosine 1-phosphate receptor 2 (Homo sapiens), O95136 | S1P2-expressing cell line, agonist reporter read-out; in the data active = activation above about 16%;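 also: 0% = vehicle low control and 100% = maximal reference agonist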
# H69AR growth 86K = proliferation blockers of H69AR lung cancer cells, primary screen, cell-based, human, 86K library; H69AR lung tumor viability, ATP luminescence, 72 h; stronger effect = lower value; viability, % at 10 µM; 6% of 85,000 active; AID 598, 2007;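 active = viability at or below 40%; inactive = viability above 40%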;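 also: multidrug resistant small cell line overexpressing MRP-1 efflux transporter; 100% = mean luminescence of untreated control wells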
# Starred values were filed as active, the others as inactive; · = no result given. Rule as the data show it, unless noted: active = inhibition above about 30%; inactive = the rest. Rows are unselected; 11% or so of the library scored in one or more.
SMILES,S1P2 blocker,hDAT+cocaine,Lung fibro prol,Ecoli WT expand,HUVEC prolif 384,PostGolgi ctrl,PostGolgi yeast,S1P2 ag,H69AR growth 86K
C(=N\Nc1ncnc2sc3c(c12)CCC3)/c1ccncc1,-24,1.7,·,3,·,12,-3,-8,·
COc1ccccc1-n1nnnc1SCc1ccccc1,-4,-0.14,97,3,97,0,-3,-2,71
Cc1ccc(N2Cc3ccccc3OC(C)C2=O)cc1 (configuration not stated),14,0.0081,99,3,97,7,5,0,87
Cc1cc(NC(=O)Nc2ccc(F)c(Cl)c2)no1,-13,0.12,99,3,87,16,2,-3,107
Cc1ccc(-c2noc(CN3CCN(c4ccccc4F)CC3)n2)cc1,6,-0.032,94,4,108,-3,-4,-6,93
O=C(NCc1ccccc1)N1CCC(c2nc3ccccc3[nH]2)CC1,9,-0.73,96,0,100,13,-1,-4,65
CC(CN1CCN(c2ccccc2)CC1)c1ccccc1 (configuration not stated),-11,-0.029,·,6,·,-3,12,0,·
Cc1ccc(-c2ccc(OCC(=O)N3CCOCC3)cc2)cc1,0,0.17,101,-1,101,4,5,-4,76
Cc1cccc(NC(=O)c2ccccc2[N+](=O)[O-])n1,-2,0.15,·,9,·,-6,-1,-6,·
Cc1ccc(C(=O)OCC(=O)c2ccc(Cl)s2)s1,-9,-0.54,106,-10,106,22,-4,-10,97
COc1ccc(NC(=O)c2cccc(S(=O)(=O)N3CCOCC3)c2)cn1,-8,-0.36,100,-3,94,4,1,-1,66
Cc1ccc(Cl)cc1N1CCN(Cc2nc3ccsc3c(=O)[nH]2)CC1,-1,1.3,·,6,·,21,0,-4,·
Cc1nn(CCO)c2c1C(=O)CCC2,-7,0.39,·,-4,·,-3,-1,1,·
Clc1ccc2c(NCc3ccco3)ncnc2c1,11,0.24,91,14,84,12,9,-8,86
CCC1(CC)Cc2ccccc2C(=C(C#N)C#N)N1,-8,1.5,·,1,·,15,19,-8,·
CC(C)(C)C(=O)Nc1nc(C2CCCN2S(=O)(=O)c2ccc(Cl)cc2)cs1 (configuration not stated),-2,-0.66,97,6,104,4,-5,-6,72
COc1ccc(CNC(=O)c2ccc(NS(=O)(=O)c3c(C)noc3C)cc2)cc1,5,0.69,·,-3,·,31*,6,-6,·
CCOC(=O)N1CCC(NS(=O)(=O)c2ccc3c(c2)OCC(=O)N3)CC1,-15,0.29,99,0,90,17,11,-2,84
O=C(c1cccn2c(=O)c3cc4ccccc4cc3nc12)N1CCN(c2ccccc2)CC1,5,·,95,-6,86,0,8,-7,96
Cc1c(NS(=O)(=O)c2cccs2)c(=O)n(-c2ccccc2)n1C,15,-0.4,99,7,94,0,23,-4,93
CC1CN(S(=O)(=O)c2ccc(Cl)c(C(F)(F)F)c2)CC(C)O1 (configuration not stated),18,-0.2,97,-4,99,0,-2,-3,93
Cc1nc(CSc2nnc3scc(-c4ccccc4)n23)cs1,0,0.89,98,-5,107,-3,4,-6,95
COCCCNC(=S)NC1CC2CCCC(C1)N2Cc1cccs1 (configuration not stated),20,-0.55,·,-5,·,12,5,-5,·
O=C1C(Cl)=C(N2CCN(Cc3ccccc3)CC2)C(=O)N1c1ccccc1,13,-1.1,98,-9,93,18,-8,-13,39*
Cc1cc(=O)oc(C)c1C(=O)NCCc1ccccc1,-17,-0.53,101,9,104,15,7,-4,99
SMILES,S1P2 blocker,hDAT+cocaine,Lung fibro prol,Ecoli WT expand,HUVEC prolif 384,PostGolgi ctrl,PostGolgi yeast,S1P2 ag,H69AR growth 86K
Cn1c(=O)c2c(nc(N3CCOCC3)n2CC(=O)C23CC4CC(CC(C4)C2)C3)n(C)c1=O,·,2.1,93,8,107,-1,-2,·,61
Cc1ccc(C)c(N2CCN(c3ncnc4c3cnn4-c3ccccc3)CC2)c1,1,-0.54,94,1,83,10,-4,-7,91
COc1ccc(C2SCC(=O)N2c2c(C)n(C)n(-c3ccccc3)c2=O)cc1OC (configuration not stated),5,-0.047,104,-6,106,-1,7,-2,86
COCC(=O)Nc1nc2n(n1)C(c1ccc(OC)cc1)CC(c1ccc(OC)cc1)N2 (configuration not stated),5,0.43,96,5,112,-3,-7,-2,99
CN1C(=O)N(C)C2(c3ccccc3)N(C)C(=O)NC12c1ccccc1 (configuration not stated),-9,-0.51,95,-4,98,15,-8,2,97
CCC(=O)N(c1ccc(F)cc1)C1C=CS(=O)(=O)C1 (configuration not stated),7,-0.58,97,-4,96,0,-1,-4,86
COc1ccc(CCn2c(N)c(C(=O)NCc3ccco3)c3nc4ccccc4nc32)cc1OC,-16,1.4,111,-9,80,6,-3,16,24*
COc1cccc(C(=O)Nc2ccc(N3CCN(Cc4ccccc4)CC3)cc2)c1,-15,0.29,99,1,104,-2,4,1,70
O=C(/C=C/c1ccco1)Nc1cccc(-c2nc3ccccc3[nH]2)c1,-3,·,·,-3,·,15,-7,-3,·
CS(=O)(=O)Nc1ccc([N+](=O)[O-])cc1Oc1ccccc1,·,-0.23,93,·,97,·,·,·,99
Cc1cccc(C)c1NC(=O)CS(=O)CC(=O)NCCCc1ccccc1 (configuration not stated),4,-1.1,·,4,·,3,21,-2,·
CC(=O)Nc1cc2c(=O)n(Cc3ccccc3)c(C)nc2cc1N1CCOCC1,1,0.21,103,-3,97,3,7,-4,99
Cc1ccc2cccc(OC(=O)c3ccc4c(c3)OCCO4)c2n1,7,1,100,16,87,3,1,-2,81
CCN(CC)C(=O)c1cnn(-c2ccccc2)c1NC(=O)c1cccc(F)c1,-11,1.7,101,-3,98,4,6,-9,100
COc1ccc(NC(=O)Cc2ccccc2)cc1,-4,-1.1,101,·,96,·,·,-2,93
Cc1nn(C)c(C)c1/C=C1/SC(=S)NC1=O,8,·,·,-2,·,7,14,-5,·
CCOCCCNC(=O)C1CCN(S(=O)(=O)CC)CC1,12,-1.1,99,3,94,7,0,-6,94
CCC(C)(C)n1nnnc1CN1CCC(O)(c2cccc(C(F)(F)F)c2)CC1,6,-0.45,103,·,89,·,·,-6,74
COc1ccc(CCNS(=O)(=O)c2ccc3c(c2)oc(=O)n3C)cc1OC,·,·,108,-5,96,12,4,·,78
CCOC(=O)c1c(NC(=O)c2ccoc2C)sc2c1CCC2,-18,-0.52,97,-9,94,9,16,-3,84
CC(C)CNC(=S)NNC(=O)c1ccco1,-10,-1.3,92,·,95,·,·,-6,50
Cc1cc(NC(=O)CCN2C(=O)c3ccccc3C2=O)no1,-4,1.2,104,1,103,-2,12,-4,89
Cc1nc2ncnn2c(C)c1CCC(=O)Nc1ccc(S(=O)(=O)N2CCCCCC2)cc1,8,1,·,-2,·,7,-3,-1,·
Cc1ccc2cc(CCNC(=O)C(C)C)c(=O)[nH]c2c1,·,0.6,105,-5,93,26,-4,·,88
COc1cc2c(cc1OC)-c1cc(NC3CCCCC3)nc(=O)n1CC2,-32,0.044,78,7,94,-5,-3,33*,52
SMILES,S1P2 blocker,hDAT+cocaine,Lung fibro prol,Ecoli WT expand,HUVEC prolif 384,PostGolgi ctrl,PostGolgi yeast,S1P2 ag,H69AR growth 86K
CCn1ncc(Cl)c1C(=O)Nc1ccncc1,-20,-0.4,99,-4,95,-12,1,-3,93
N#CC1=C2SCCN2C(=O)C(C#N)C12CCCCC2 (configuration not stated),11,-1.1,103,-2,92,2,-10,-3,103
COc1ccc2c(c1OC)C(=O)N(C(C)C(=O)O)C2=O (configuration not stated),-3,-0.0077,97,-4,89,3,4,-7,98
O=C(CSc1nnc(-c2cccnc2)n1Cc1ccco1)N1c2ccccc2Sc2ccccc21,0,0.58,100,-15,103,12,10,-7,77
COc1cccc(CNC(=O)CN(C)S(=O)(=O)c2cnc[nH]2)c1,7,-0.91,94,8,87,2,-1,1,89
COc1ccc(CN(C(=O)c2cc3ccccc3oc2=O)C2CCCC2)cc1,-28,-0.54,81,·,100,·,·,-4,79

# Assay outcomes: PubChem BioAssay, several laboratories
